Pf gametocyte: late stage P. falciparum gametocyte viability inhibitors, primary screen, ATP luminescence, HTS. P. falciparum stage V gametocytes, 24 h. inhibition, % at 10.9 µM. hit rate 0.065% among 150,000. AID 743093, 2013;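 active means inhibition above the mean plus 3 SD of compounds within the control limits, set per campaign, cut at about 38% in these data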;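 further: 0% = DMSO wells and 100% = medium only without gametocytes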
Rac1 wt modul: wildtype Rac1 GTP binding modulators, primary screen, biochemical, GST-Rac1 beads, flow cytometry, multiplex | Ras-related C3 botulinum toxin substrate 1 (Homo sapiens), P63000 | fluorescent GTP binding; actives lie on both sides; 0 = cold GTP competed, 100 = untreated | GTP binding activity (% of control), % at 10 µM | hit rate 0.27% among 190,000;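 active means GTP binding activity at least 20 points away from the 100% control level, either lower or higher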
Rac1 mut GTP: GTP binding modulators of activated mutant Rac1, primary screen, biochemical, bead-based flow cytometry, multiplex, fluorescent GTP | Ras-related C3 botulinum toxin substrate 1 (Homo sapiens), P63000 | GST-Rac1 activated beads; actives lie on both sides; 100% means binding = to untreated wells | percent activity (GTP binding), % at 10 µM | hit rate 0.11% among 190,000 | AID 764, 2007;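 active means GTP binding at least 20 percentage points away from the 100% baseline, in either direction, so actives lie on both sides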
Avidin fluor: green autofluorescence of compounds with avidin beads – biophysical, 488/530 nm, flow cytometry, artefact control, profiling panel | fluorescence (KMESF) at 10 µM | AID 1775, 2009 | compound fluorescence 488/530 nm; active compounds read high | hit rate 0.38% among 220,000; in the data active means fluorescence above about 47; further: inactives centre near 10
HRas wt GTP bind: modulators of GTP binding to HRas wildtype, primary screen, biochemical, bead-based flow cytometry, multiplex; AID 759, 2007; hit rate 0.14% among 190,000; GTPase HRas (Homo sapiens), P01112; GST-Ras wt beads, Bodipy-FL-GTP binding; actives lie on both sides; GTP binding activity, % at 10 µM;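 active means GTP binding activity at least 20% away from the 100% baseline, either lowered as inhibitor or raised as activator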;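 further: 0% = unlabeled GTP competition control and 100% = no-compound control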
Target sequence (P01112 whole entry, looked up): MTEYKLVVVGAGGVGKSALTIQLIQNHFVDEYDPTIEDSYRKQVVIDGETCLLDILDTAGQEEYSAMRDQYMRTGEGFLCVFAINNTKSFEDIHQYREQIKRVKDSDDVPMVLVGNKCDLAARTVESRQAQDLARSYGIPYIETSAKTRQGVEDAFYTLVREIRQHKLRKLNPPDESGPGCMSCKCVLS
Rab7 wt modul: modulators of GTP binding to Rab7, primary screen, biochemical, wildtype, multiplex bead flow cytometry. AID 758, 2007. GST-Rab7 beads, fluorescent GTP binding; actives lie on both sides; untreated = 100%, excess cold GTP = 0%. GTP binding activity (percent of control), % at 10 µM. Rab7 GTPase wild type (dog), Bodipy-FL-GTP binding. hit rate 0.055% among 190,000;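 active means fluorescent GTP binding to Rab7 beads changed by at least 20 points from the 100% baseline, either direction, mostly lower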;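 further: median green fluorescence of bound Bodipy-FL-GTP per Rab7 bead population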
ABCG2 block: ABCG2 efflux pump inhibitors, primary screen, multiplex with ABCB1, IgMXP3 cells, flow cytometry; JC-1 efflux; inhibition, % at 6.6 µM; hit rate 0.1% among 190,000;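 active means inhibition above 80%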;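 further: 0% = DMSO and 100% = nicardipine control wells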
Target sequence (Q9UNQ0 whole entry, looked up): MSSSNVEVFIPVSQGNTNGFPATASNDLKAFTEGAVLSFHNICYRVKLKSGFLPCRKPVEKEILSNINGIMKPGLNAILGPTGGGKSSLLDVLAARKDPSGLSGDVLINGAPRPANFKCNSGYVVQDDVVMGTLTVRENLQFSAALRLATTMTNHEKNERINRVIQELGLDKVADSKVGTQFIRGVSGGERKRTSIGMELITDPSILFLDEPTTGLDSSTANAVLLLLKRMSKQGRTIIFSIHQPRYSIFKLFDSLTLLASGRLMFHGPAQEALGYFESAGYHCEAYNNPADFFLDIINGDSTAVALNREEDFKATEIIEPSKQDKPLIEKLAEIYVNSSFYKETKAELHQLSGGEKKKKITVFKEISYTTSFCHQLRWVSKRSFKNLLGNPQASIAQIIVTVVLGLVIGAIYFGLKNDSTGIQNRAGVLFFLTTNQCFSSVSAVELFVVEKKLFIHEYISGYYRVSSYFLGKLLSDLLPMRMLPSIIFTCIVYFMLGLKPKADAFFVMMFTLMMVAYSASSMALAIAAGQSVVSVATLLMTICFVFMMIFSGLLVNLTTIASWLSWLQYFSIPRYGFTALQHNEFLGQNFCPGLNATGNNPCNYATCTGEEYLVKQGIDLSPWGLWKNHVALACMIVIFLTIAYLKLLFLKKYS
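Test system: ABCG2 IgMXP3 and barcoded ABCB1 CCRF-Adr cell mix; Schedule: cells with compound and JC-1, 10 min at 25 °C, rotating, no wash; Technique: flow cytometry of retained JC-1 fluorescence; Measure: % inhibition of efflux relative to nicardipine and DMSO; Controls: nicardipine high and DMSO low controls.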
ABCB1 inh: ABCB1 efflux pump inhibitors, primary screen, cell-based, multiplex, flow cytometry, ABCG2 counter-screen; CCRF-Adr cells, JC-1 efflux; inhibition, % at 6.6 µM; hit rate 0.067% among 190,000; ATP-dependent translocase ABCB1 (Homo sapiens), P08183; in the data active means inhibition above about 40%;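 further: 0% = vehicle and 100% = reference inhibitor; higher value means more JC-1 retained so stronger ABCB1 efflux block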
GSH fluor: compound fluorescence on glutathione beads, profiling panel, artefact control, biophysical, 488/530 nm, flow cytometry. fluorescence (KMESF) at 10 µM. hit rate 0.25% among 190,000. GSH beads flow cytometry, compound fluorescence 488/530 nm; active compounds read high. AID 1776, 2009; in the data active means fluorescence above about 89;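 further: glutathione beads carrying GST-tagged Bcl family fusion proteins plus one bare bead set; values are compound well signal with DMSO vehicle wells as background; inactives centre near 16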
Rab2 wt GTP: modulators of GTP binding to Rab2A wildtype, primary screen, biochemical, dog, bead-based flow cytometry, multiplex; Ras-related protein Rab-2A (Canis lupus familiaris), P61105; GST-Rab2 wt beads, Bodipy-GTP binding; GTP binding activity, % at 10 µM; hit rate 0.19% among 190,000; AID 760, 2007;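 active means GTP binding activity at least 20 points away from 100%, either lowered or raised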;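 further: 0% = beads with excess unlabeled GTP and 100% = no-compound control corrected for plate trend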
Cdc42 wt GTP: modulators of GTP binding to wildtype Cdc42, primary screen, biochemical, multiplex bead flow cytometry, Bodipy-GTP. Cell division control protein 42 homolog (Homo sapiens), P60953. percent activity (GTP binding), % at 10 µM. AID 761, 2007. hit rate 0.2% among 190,000. GST-Cdc42 beads; actives lie on both sides;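 active means percent activity GTP binding at least 20 points away from the 100% baseline, either down as inhibitor or up as activator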;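 further: median bead fluorescence of bound Bodipy-FL-GTP at 100 nM; 0% = excess unlabeled GTP control and 100% = no compound control; below 100% means less GTP binding so inhibitor and above means activator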
Target sequence (P60953 whole entry, looked up): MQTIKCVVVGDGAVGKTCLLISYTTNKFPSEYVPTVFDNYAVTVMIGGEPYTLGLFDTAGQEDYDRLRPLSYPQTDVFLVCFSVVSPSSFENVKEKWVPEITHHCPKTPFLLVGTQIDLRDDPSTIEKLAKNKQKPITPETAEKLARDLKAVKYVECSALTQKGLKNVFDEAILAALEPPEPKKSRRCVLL
* marks the source's active call; other numbers are inactive results; · = no result given. Rows were taken by chance; 1.1% or so of the library scored in one or more.

SMILES	Pf gametocyte	Rac1 wt modul	Rac1 mut GTP	Avidin fluor	HRas wt GTP bind	Rab7 wt modul	ABCG2 block	ABCB1 inh	GSH fluor	Rab2 wt GTP	Cdc42 wt GTP
CCOC(=O)N1CCN(CC(O)COc2ccc(OC)cc2C(C)(C)C)CC1 (stereo not drawn)	-4	105	102	9	106	110	0	0.7	10	103	106
COc1ccccc1OCCOCCn1cnc2ccccc2c1=O	·	107	101	23	101	99	20	0.6	24	100	106
C=CCNC(=O)CSc1nc2sc(C)c(C)c2c(=O)[nH]1	·	105	99	11	99	99	-1	-2.0	19	100	99
CC1Cc2ccccc2N1C(=O)Cn1c(=O)cc(O)c2ccccc21 (stereo not drawn)	18	102	103	32	102	103	7	1.7	18	102	102
Cc1ccc2c(c1)c(N=O)c(O)n2Cc1ccc(Cl)cc1	7	104	97	10	102	106	10	1.7	15	103	100
CCOC(=O)C1CCCN(CCC(=O)Nc2ccc3c(c2)CCC3)C1 (stereo not drawn)	-5	111	102	8	103	103	3	0.6	24	100	102
Cc1ccc2c(N)c(C)ccc2c1	-16	108	102	37	103	100	0	-0.1	41	102	104
COc1cccc(C(=O)NNC(=O)Cc2ccc(Cl)cc2)c1	9	105	99	9	101	99	0	0.7	3	96	101
CCCc1nnc(NC(=O)COC(=O)c2cc(C)nc3ccccc23)s1	-7	102	99	15	100	97	35	-1.0	35	100	102
O=C(COC(=O)c1ccc(Br)o1)Nc1ncc(Cl)cc1Cl	·	96	94	10	95	101	5	-0.1	13	96	97
Cc1cc(C)n2nc(N)c(N=Nc3ccc(Cl)cc3)c2n1	-20	95	97	4	100	98	-5	-1.2	6	97	101
CCOc1ccc(N(CC(=O)Nc2cccc(N(C)S(C)(=O)=O)c2)S(=O)(=O)c2ccccc2)cc1	2	105	102	6	103	107	5	1.3	11	104	103
O=C(CSc1ncccc1-c1nc2ccccc2[nH]1)N1CCCCC1	·	103	101	33	101	101	1	0.4	17	101	101
COc1ccc(/C=C(\C#N)C(=O)NC2CCS(=O)(=O)C2)cc1OC (stereo not drawn)	9	107	101	12	101	102	18	0.4	11	99	99
CN1CCN(CC(O)COc2ccc(C34CC5CC(CC(C5)C3)C4)cc2)CC1 (stereo not drawn)	-4	95	93	10	98	98	0	-0.7	20	95	96
O=C(Nc1cccnc1)C1CCCN(S(=O)(=O)c2ccccc2)C1 (stereo not drawn)	·	105	100	6	102	98	0	0.0	50	103	103
CCOC(=O)c1[nH]c(C)c(C(=O)Nc2cccc(Cl)c2C)c1C	-2	108	101	10	103	102	6	0.5	10	103	104
CN(CCn1ccnc1)C(=O)CC1C(=O)NCCN1Cc1ccccc1C(F)(F)F (stereo not drawn)	-4	98	95	14	97	98	1	-0.2	12	98	101
O=C(NCCc1nc2ccccc2[nH]1)c1cc([N+](=O)[O-])cc([N+](=O)[O-])c1	-2	102	99	10	101	97	31	0.8	9	96	103
C1=C(CCNc2nnnn2-c2ccccc2)CCCC1	-2	107	98	27	102	99	5	0.6	15	99	99
O=C(CCNc1ccc(Br)cc1)c1cccc([N+](=O)[O-])c1	7	97	97	6	96	99	1	-0.5	10	96	95
Cn1c(=O)c2c(nc(-n3ccnc3)n2Cc2ccc([N+](=O)[O-])cc2)n(C)c1=O	8	95	96	5	97	99	0	0.1	35	97	98
COC(=O)COc1ccc2c(-c3cccc([N+](=O)[O-])c3)cc(=O)oc2c1	·	104	99	21	100	99	3	0.4	9	97	105
O=c1nc2ccccc2c2n1CC(CN1CCN(Cc3ccccc3)CC1)N2 (stereo not drawn)	·	103	101	23	103	104	6	0.2	20	102	104
C=CCOc1ccc(C=Nc2cccc(Cl)c2)c(O)c1	-2	104	102	2	102	97	-1	0.1	10	98	101
CCN(CC)S(=O)(=O)c1cccc(C(=O)N[C@H](C(=O)NCc2ccccc2F)C(C)C)c1	-8	112	102	5	105	105	4	2.0	9	104	108
Cc1ccc(C(=O)Nc2ccc(S(=O)(=O)N3CCCC3)cc2)s1	15	95	95	9	96	104	2	-0.1	12	97	96
CN(C)c1ccc(C(=S)Nc2ccccc2)cc1	·	107	105	4	104	102	-4	-0.6	6	103	101
O=C(NCCNC(=O)c1ccco1)c1cccc(F)c1	·	97	95	14	100	99	2	0.5	40	99	100
Nc1oc2ccc(F)cc2c(=O)c1C=O	6	101	97	5	98	99	5	0.2	11	98	100
CC1Cn2c(CCc3ccccc3)nnc2S1 (stereo not drawn)	·	92	93	12	94	93	10	0.4	37	93	98
O=C1OC(N2CCN(C(=O)c3ccco3)CC2)c2ccccc21 (stereo not drawn)	11	107	99	7	100	97	1	0.1	5	99	102
COc1ccc(S(=O)(=O)N2CCOCC2)cc1NC(=O)CSc1nnc(C2CC2)n1N	-10	99	96	11	96	95	2	0.8	10	96	95
CCOC(=O)CN1Cc2cccc(C(=O)O)c2C1=O	·	108	100	9	102	101	-2	-2.3	20	102	104
O=c1[nH]c2cc3ccccc3cc2nc1C(F)(F)F	8	94	91	7	93	102	4	-0.1	18	92	91
CCN(CC)CCCNC(=S)Nc1ccc(Br)cc1	·	100	97	10	97	96	0	0.0	12	100	100
CCOC(=O)c1c(C)n(C)c2ccc(OC)c(NC(=O)CN3CCN(C(=O)c4ccco4)CC3)c12	-14	99	99	8	98	98	2	0.6	65	97	98
COc1ccc(N2CCN(C(=O)CN(c3ccccc3)S(=O)(=O)c3ccc(OC)cc3)CC2)cc1	12	104	100	39	100	100	4	3.3	23	100	102
O=C(Nc1nnc(SCC(=O)N2CCOCC2)s1)c1ccccc1	-24	109	102	13	102	100	7	0.2	5	98	102
CCN(CC)C(=O)c1ccc(Oc2ccc([N+](=O)[O-])cc2Cl)cc1	7	100	93	10	94	99	20	0.2	20	98	96
Clc1ccc(-n2ncc3c(NCc4ccc5c(c4)OCO5)ncnc32)cc1	9	105	103	5	105	101	0	-0.2	42	102	105
CCOc1ccc(N(Cc2cc3cc(OC)ccc3[nH]c2=O)S(C)(=O)=O)cc1	-5	98	96	9	97	98	4	0.1	31	98	97
CNC(=O)CSc1nc(SC)ns1	·	101	98	21	101	106	1	0.2	11	100	99
CCOC(=O)C1(Cc2ccccc2)CCCN(C2CCCC2)C1 (stereo not drawn)	9	99	97	18	97	95	3	0.4	11	95	102
CC1CCC(C(=O)c2c(O)c3ccccc3oc2=O)CC1 (stereo not drawn)	6	104	94	7	99	99	5	-0.2	46	99	100
COC(=O)c1ccccc1NC(=O)CSc1nnc(-c2cccnc2)n1C	-6	102	98	18	97	93	2	0.3	19	98	98
O=c1c2c(nc3cc(-c4ccccc4)[nH]n13)CCC2	2	102	100	9	101	97	15	0.2	33	99	103
CCOC(=O)N1CCC(=NNc2nc(C)cc(=O)[nH]2)CC1	3	98	97	9	97	98	2	0.2	69	99	102
O=C(O)C/C=C(\NC(=O)OCc1ccccc1)C(=O)OCc1ccccc1	7	96	94	7	97	95	0	0.2	20	96	95
Cc1ccc(OCCCC(=O)Nc2nccs2)cc1	16	107	98	13	102	104	12	0.9	27	101	101
COc1ccc(-n2ncc3c(N4CCN(Cc5ccccc5)CC4)ncnc32)cc1	11	97	92	13	94	93	36	1.1	16	95	92
O=C(Cn1cnc2ccccc2c1=O)Nc1nnc(C2CC2)s1	·	103	95	11	99	95	9	0.6	12	99	100
Cc1nc(COC(=O)c2ccc(S(=O)(=O)N3CCCC3)cc2)cs1	·	99	95	8	95	98	25	3.2	36	97	97
CCOC(=O)C1(CC2CC2)CCN(C(=O)c2cc(C)nc3ccc(CC)cc23)CC1	0	99	97	11	100	100	1	4.0	26	99	100
CCOC(=O)c1oc2ccc(S(=O)(=O)n3nc(-c4ccc(C)cc4)cc3N)cc2c1C	·	105	99	9	100	98	-1	-0.1	21	97	99
O=C(OCC(=O)N1CCN(C(=O)c2ccco2)CC1)c1cc(S(=O)(=O)Nc2ccc(Cl)cc2)ccc1O	·	97	92	12	96	101	0	0.1	11	92	94
COCCn1c(SCC(=O)Nc2ccccc2OC)nc2ccccc21	11	95	94	10	97	97	6	0.2	24	98	98
CC(C)OC(=O)CSc1nnc(Cc2ccccc2)n1Cc1ccco1	·	105	100	8	103	103	1	0.7	40	102	102
COc1ccc(NC(=O)C2CCCN2S(=O)(=O)c2ccc3c(c2)CCC(=O)N3)cc1Cl (stereo not drawn)	·	104	98	5	100	102	1	0.1	25	98	97
Cc1ccc(-n2c(SCC3CNC(=O)O3)nnc2-c2ccccc2)cc1C (stereo not drawn)	·	100	98	5	98	99	8	0.7	10	97	101

(cont.)
SMILES	Pf gametocyte	Rac1 wt modul	Rac1 mut GTP	Avidin fluor	HRas wt GTP bind	Rab7 wt modul	ABCG2 block	ABCB1 inh	GSH fluor	Rab2 wt GTP	Cdc42 wt GTP
CCOC(=O)c1ccc(NC(=O)N(CC)CC)cc1	22	86	91	13	92	92	4	0.0	38	92	88
NC(=O)c1ccsc1NC(=O)c1ccc2c(c1)CCCC2	·	99	98	3	99	97	8	0.8	16	98	98
CC1CC1C(=O)OCC(=O)Nc1ccc2[nH]c(=O)[nH]c2c1 (stereo not drawn)	5	101	94	10	97	104	5	0.9	15	99	99
O=C(O)CSCC(=O)Nc1cccc(C(F)(F)F)c1	·	102	98	27	99	97	0	-0.4	17	98	100

Complete entries, quoted from the list. Order of screens: Pf gametocyte, Rac1 wt modul, Rac1 mut GTP, Avidin fluor, HRas wt GTP bind, Rab7 wt modul, ABCG2 block, ABCB1 inh, GSH fluor, Rab2 wt GTP, Cdc42 wt GTP
CCOC(=O)c1ccc(NC(=O)N(CC)CC)cc1 in the list: 22, 86, 91, 13, 92, 92, 4, 0.0, 38, 92, 88
CC1CC1C(=O)OCC(=O)Nc1ccc2[nH]c(=O)[nH]c2c1 (stereo not drawn) in the list: 5, 101, 94, 10, 97, 104, 5, 0.9, 15, 99, 99
NC(=O)c1ccsc1NC(=O)c1ccc2c(c1)CCCC2 in the list: ·, 99, 98, 3, 99, 97, 8, 0.8, 16, 98, 98
